# Bioassay records (PubChem)
# Casp6 inh: blocks human caspase-6 cleavage activity; P55212; purified caspase-6, Z-VEID-R110 cleavage fluorescence; inhibition, % at 12.5 µM; 0.53% of 350,000 active;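 active = mean inhibition across replicates at least about 35%, with every replicate also reaching that limit, limit read from the data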;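 also: 0% = median of neutral control wells and 100% = no fluorescence left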
# Target sequence (P55212 24-179 limits assumed): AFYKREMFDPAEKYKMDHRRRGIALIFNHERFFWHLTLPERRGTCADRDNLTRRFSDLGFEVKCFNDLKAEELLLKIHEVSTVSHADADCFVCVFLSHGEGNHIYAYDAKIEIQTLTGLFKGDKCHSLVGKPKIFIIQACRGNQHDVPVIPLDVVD
# Target sequence (P55212 194-293 limits assumed): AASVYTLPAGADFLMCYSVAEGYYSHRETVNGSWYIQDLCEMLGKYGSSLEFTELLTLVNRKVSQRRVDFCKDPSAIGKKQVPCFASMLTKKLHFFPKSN
# miR122 inh: miR-122 inhibition in Huh7 cells; Huh7 miR-122 Renilla luciferase sensor, 48 h; neutral wells = 0, positive control = 100; activation (reporter increase), % at 12.5 µM; 0.3% of 340,000 active;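 active = mean replicate activation score at least 90 and every replicate individually at or above 90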;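 also: higher luciferase means less miR-122 activity so hits act as miR-122 inhibitors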
# EWS-Fli block: inhibitors of EWS/Fli oncoprotein transcriptional activity; A673 NR0B1-luciferase reporter, viability-normalised; inhibition, % at 12.6 µM; 0.67% of 350,000 active; AID 651661;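 active = mean inhibition of at least 50% after viability correction, with every replicate also passing that limit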;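 also: firefly luciferase signal divided by Alamar Blue viability fluorescence both relative to DMSO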
# LGR2 antag: blocks bursicon-induced cAMP signaling via Drosophila LGR2; HEK293 LGR2, CRE-luciferase, bursicon-stimulated, 4 h; inhibition, % at 9.99 µM; 0.35% of 380,000 active; AID 720647;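 active = drop in luminescence signal, shown as inhibition above about 50% in the replicate tests, limit read from the data, passing the limit was not always enough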;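 also: agonist challenge used bursicon conditioned medium at about half maximal strength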
# PGC1a acetyl inh: lowers PGC1a acetylation signal in U2OS cells | AlphaScreen anti-acetyl-lysine; with virally co-expressed GCN5 acetyltransferase | inhibition, % at 15.6 µM | 0.17% of 350,000 active | AID 651687;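 active = every replicate shows inhibition of at least 40%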;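 also: 0% = neutral control wells and 100% = positive control wells; some results beyond the cut were filed as inactive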
# FN deposit inh: fibronectin deposition inhibition. AH1F fibroblasts, Alexa488-fibronectin deposition fluorescence, overnight. inhibition, % at 12.6 µM. 0.086% of 350,000 active. AID 743247;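 active = mean inhibition across replicates of 30% or more, regardless of how many single replicates reach that level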;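 also: positive control wells lacked labelled fibronectin entirely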
#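 material = AH1F fibroblast monolayer depositing Alexa488-labelled fibronectin into matrix | amount = 10000 AH1F cells/well | buffer or medium = DMEM plus 2% serum, read in PBS | incubation = 1 h cell adhesion before compound, then overnight fibronectin incubation | detection = fluorescence at 485 nm excitation, 525 nm emission | evaluation = percent inhibition as loss of matrix-bound fibronectin fluorescence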
# PAX8 reporter: PAX8 transcriptional activity inhibition. RMG-I TPO-luciferase reporter, SteadyGlo, 24 h. inhibition, % at 12.6 µM. 1.2% of 360,000 active;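 active = mean replicate inhibition at least 60% with every replicate also reaching 60%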;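 also: luciferase light reporting Pax8 driven TPO promoter activity; plate controls were median of neutral control wells for no effect and mitoxantrone controls for full effect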
# Cneo AK release: Cryptococcus neoformans lysis via adenylate kinase release; AID 651654; C. neoformans lysis, adenylate kinase release luminescence, 4 h; normalised: neutral wells 0, clomiphene wells 100; 0.2% of 360,000 active; lysis activity, % at 15 µM;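 active = mean lysis activity across replicates of at least 80%, whatever share of replicates individually reach that level; inactive = mean lysis activity below 80%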
#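 Signal: Adenylate kinase release luminescence | Assay system: Log-phase Cryptococcus neoformans yeast cells | Input: Cells at 5 × 10^6 per mL | Buffer or medium: Fresh YPD growth medium | Compound: Single dose | Schedule: Static 4 h at 37 °C with compound, 1 h detection | Controls: Clomiphene | Read-out: Luminescence rise reflecting yeast cell lysis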
# Numbers without * were called inactive; / = not tested or not shown; [ ] = another dose, or the depositor's remark.
SMILES,Casp6 inh,miR122 inh,EWS-Fli block,LGR2 antag,PGC1a acetyl inh,FN deposit inh,PAX8 reporter,Cneo AK release
CC(=O)c1ccccc1NC(=O)COC(=O)Cc1cccc(C(F)(F)F)c1,-1,-13,0,-5,0,-5,2,1
CCCC(=O)Nc1ccc2c(c1)OC[C@H](C)NC[C@@H](C)[C@@H](OC)CN(C)C2=O,/,/,-3,-6,2,-6,-9,49
Cc1ccc(S(=O)(=O)NCC2CCC(C(=O)N3CCN(C)CC3)CC2)cc1 (stereo unspecified),-2,0,-6,-12,-26,4,-11,-1
Cc1ccc(NC(=O)CSc2nnc3ccc(-c4ccncc4)nn23)cc1,-2,/,-3,-4,/,10,-11,0
Cc1ccc(S(=O)(=O)Nc2ccc3c(c2)C(=O)N([C@@H](C)CO)C[C@H](C)[C@H](CN(C)Cc2ccc(Oc4ccccc4)cc2)O3)cc1,/,-2[16.7 µM],1,1,/,/,-13,/
COCCNC(=O)C1Cc2c(ccc3ccccc23)O1 (stereo unspecified),0,0,-15,/,/,5,-11,0
CCCCn1c(N)c(N(CC)C(=O)c2ccc([N+](=O)[O-])c(C)c2)c(=O)[nH]c1=O,6,-1,-1,10,/,1,-3,0
CN1CCN(Cc2c(C#N)c3ccccc3n2C)CC1,/,1,/,/,8,-8,-1,-2
S=C1NCCNC(=S)NCCOCCOCCOCCN1,-1,/,-7,11,4,-4,2,/
CCc1cc(=O)oc2c(C)c(OCC(=O)NCCCN3CCOCC3)ccc12,3,-6,3,2,-6,-6,-26,-1
COC(=O)c1cc2c(c3c4cc(C)ccc4n(S(=O)(=O)c4ccc(OC)cc4)c13)C(=O)N(C)C2,5,/,13,-11,/,-1,23,/
O=C1OC(CN(Cc2ccccc2)Cc2ccccc2)CN1N=Cc1ccc([N+](=O)[O-])o1 (stereo unspecified),0,-1,19,29,-55,1,28,1
COc1ccccc1/C(O)=C(\C#N)c1nc2ccccc2[nH]1,2,0,-7,14,-3,-3,9,/
C[C@H](CO)N1C[C@H](C)[C@@H](CN(C)S(=O)(=O)c2ccccc2)OCCCC[C@H](C)Oc2ccc(NS(=O)(=O)c3cn(C)cn3)cc2C1=O,1,-1[16.7 µM],3,-11,-10,-10,15,-1
CCc1ccc(-c2cc(C)no2)cc1S(=O)(=O)NCCCN1CCN(c2ccccc2)CC1,-1,/,9,8,/,14,61*,-2
Cc1ccc(NC(=O)CN2C(=O)N/C(=C/c3ccco3)C2=O)cc1,/,1,/,-6,0,/,/,1
CCC(C)(C)NC(=O)CN(Cc1ccc2c(c1)OCO2)C(=O)CCC(=O)Nc1cc(C)ccn1,0,-3,3,-5,/,-4,7,-1
CC(C)NC(=O)Nc1ccc2c(c1)C(=O)N([C@@H](C)CO)C[C@@H](C)[C@@H](CN(C)C(=O)NC(C)C)OCCCC[C@@H](C)O2,-3,12[16.7 µM],/,-2,/,-9,-7,113*
CCOc1ccc(C(C)=O)cc1CN1C(=O)NC(C)(C2CC2)C1=O (stereo unspecified),-3,-5,9,-17,/,/,16,1
CN1CCOc2ccc(S(=O)(=O)NCCc3ccc(Cl)cc3)cc21,1,/,-1,7,/,2,1,-1
CCOc1cc(NC(=S)Nc2cccc(OC)c2)c(OCC)cc1NC(=O)c1ccc(C)cc1,/,9,/,/,-8,-8,7,-1
O=[N+]([O-])c1cccnc1SCc1c(F)cccc1Cl,-1,4,2,-4,/,4,-8,1
O=C(NC1CCCCC1)N1CCN(Cc2nc3ccccc3c(=O)[nH]2)CC1,/,-6,/,-3,2,/,/,1
CN(Cc1n[nH]c(=S)n1C)S(=O)(=O)c1ccccc1,2,-1,/,-4,-5,/,/,-1
CCOC(=O)[C@]12CCCC=C1N(Cc1ccc3c(c1)OCO3)C(=O)[C@H](CC(=O)NCCC(C)C)C2,5,/,5,7,/,3,-3,/

# An excerpt of these results, field by field:
molecule: CCCCn1c(N)c(N(CC)C(=O)c2ccc([N+](=O)[O-])c(C)c2)c(=O)[nH]c1=O
  Casp6 inh: 6
  miR122 inh: -1
  EWS-Fli block: -1
  LGR2 antag: 10
  PGC1a acetyl inh: /
  FN deposit inh: 1
  PAX8 reporter: -3
  Cneo AK release: 0
molecule: CCOc1ccc(C(C)=O)cc1CN1C(=O)NC(C)(C2CC2)C1=O (stereo unspecified)
  Casp6 inh: -3
  miR122 inh: -5
  EWS-Fli block: 9
  LGR2 antag: -17
  PGC1a acetyl inh: /
  FN deposit inh: /
  PAX8 reporter: 16
  Cneo AK release: 1

# Next section.
SMILES,Casp6 inh,miR122 inh,EWS-Fli block,LGR2 antag,PGC1a acetyl inh,FN deposit inh,PAX8 reporter,Cneo AK release
CN(C)/C=C/C(=O)c1cccc(C(F)(F)F)c1,-4,/,-10,-30,-7,-1,-7,/
Cc1ccc2c(c1)-n1c(nc3cc(F)ccc3c1=O)C(Cc1ccccc1)NC2=O (stereo unspecified),-2,/,-3,15,/,12,12,/
O=C(NC1CCCC1)[C@H]1[C@H](CO)[C@H]2Cn3c(ccc(-c4ccccc4)c3=O)[C@@H]1N2CCc1ccccc1,1,/,5,8,/,/,15,-2
Cc1ccc(N/C(N)=N/c2nc(C(F)(F)F)cc(C(F)(F)F)n2)cc1,-1,-1,-12,-7,-7,0,24,1
CCS(=O)(=O)N1CCN(c2ccccc2F)CC1,/,1,/,/,-1,0,-6,-5
Cc1ccc(N(CC(=O)NC2CCCC2)C(=O)CCC(=O)Nc2nccs2)c(C)c1,1,-2,1,6,-10,-2,-15,1
CCOC(=O)N1CCN(C(=O)C2CCN(Cc3nc(-c4ccccc4C)oc3C)CC2)CC1,-1,-5,5,2,-2,-2,-5,0
COc1ccc(-c2nc(-c3ccncc3)no2)cc1,0,0,15,-44,-3,-3,-147,-2
CCCCNC(=O)CCCN1C(=O)c2cccnc2Sc2ccccc21,1,-4,0,-10,6,-1,-25,-1
O=C(NCc1ccccc1)C1(C(F)(F)F)C/C(=C/CCO)CCCO1 (stereo unspecified),-4,/,-13,11,/,4,5,4
CCc1ccc(OC(=O)/C=C/c2ccco2)cc1,20,/,-2,-6,/,-3,-39,1
CC(=O)NC1C(=O)N(Cc2ccccc2)c2ccc(Br)cc21 (stereo unspecified),2,/,3,9,9,-2,-8,/
COc1ccc(-c2nc(N)n(S(=O)(=O)c3ccc(C)cc3)n2)cc1,-4,/,-1,-22,-10,/,2,/
O=C(CSc1nc2ccccc2n1Cc1ccccc1Cl)N/N=C/c1ccccc1C(=O)O,11,-2,-5,0,-9,0,9,/
COc1cc2cc(CCCO)oc(=O)c2cc1OC,-2,/,0,5,/,-6,-19,-1
Nc1nc(Cl)cc(Nc2ccccc2Cl)n1,-1,-9,-19,-13,/,-1,-18,-2
CCOc1cccc(OCCOCCN(C)Cc2ccccc2)c1,/,-2,/,-15,-9,/,/,6
CCOc1cc(/C=N/NC(=O)CSc2nncn2C)ccc1OC(=O)c1ccc(Cl)cc1,3,/,7,2,/,7,5,/
Cc1ccc([C@H]2C(C(=O)O)=CC[C@@H](c3ccc(Cl)cc3)N2S(=O)(=O)c2ccc(C)cc2)cc1,15,3,-29,-28,-8,-3,-1,2
CSCCC(NS(=O)(=O)c1ccccc1F)C(=O)OCc1ccccc1Cl (stereo unspecified),/,4,/,11,/,/,4,4
C[C@@H]1CCCCO[C@H](CN(C)C(=O)CCC(F)(F)F)[C@H](C)CN([C@H](C)CO)C(=O)c2cc(NS(C)(=O)=O)ccc2O1,-2,-2[16.7 µM],-4,10,-8,/,20,-7
N#Cc1cccc(C#N)c1Oc1ccc(S(=O)(=O)Nc2ccc(Cl)cc2)cc1,6,/,10,11,/,5,16,/
O=C(Nc1ccc(Cl)cc1F)c1cc(S(=O)(=O)N2CCCCC2)ccc1F,/,-1,/,-14,4,2,10,-1
CCCCNC(=O)c1nc(-c2cc3ccccc3[nH]2)oc1-c1cccc(C(F)(F)F)c1,-1,/,10,-7,/,0,3,/
O=C(CN(c1ccccc1Cl)S(=O)(=O)c1ccccc1)NCc1ccccc1,-1,/,10,2,/,/,8,0
SMILES,Casp6 inh,miR122 inh,EWS-Fli block,LGR2 antag,PGC1a acetyl inh,FN deposit inh,PAX8 reporter,Cneo AK release
CC(C)c1cn(CC[C@@H]2CC[C@H](NS(=O)(=O)c3ccc(F)cc3)[C@H](CO)O2)nn1,0,/,1,1,2,-3,1,-6
CC(C1CCN(Cc2nc(C3CC3)no2)CC1)N1CCOCC1 (stereo unspecified),-3,10,8,9,-9,-10,-7,17
CCn1ccc(-c2ccccc2)c(C#N)c1=O,0,-3,5,6,-17,-10,-7,/
Cc1c(C(=O)Nc2ccccc2)sc2ncn(CC(=O)N3CCCCC3)c(=O)c12,2,5,2,-4,-1,2,15,-4
COc1cc(/C=C(\NC(C)=O)C(=O)NC(C)(C)C)ccc1OC(C)=O,/,-3,/,16,5,-3,3,1
S=c1[nH]nc(-c2cc(-c3ccsc3)n[nH]2)n1-c1cccc2ccccc12,11,10,14,5,-23,0,15,-1
CCSc1nnc(NS(=O)(=O)c2ccc(C)cc2)s1,/,9,/,-5,11,-2,5,2
CO[C@H]1CN(C)C(=O)c2cc(NS(=O)(=O)c3ccccc3)ccc2OC[C@H](C)NC[C@H]1C,-1,/,-1,-1,-3,0,-28,0
O=C(C[C@H]1C[C@@H]2c3cc(NC(=O)CC4CC4)ccc3O[C@@H]2[C@@H](CO)O1)NCc1ccccn1,-2,1[16.7 µM],1,0,1,-12,-4,-5
Cc1noc(C)c1S(=O)(=O)Nc1ccc2c(c1)CC(=O)N([C@@H](C)CO)C[C@H](C)[C@H](CN(C)C(=O)Nc1ccccc1)O2,-3,-1[16.7 µM],-7,-15,-3,/,/,/
COc1cc(/C=C/C(=O)O)cc(S(=O)(=O)NNC(=O)c2ccc3c(c2)OCO3)c1OC,2,-3,-12,-3,4,7,-4,-1
Cc1ccc(S(=O)(=O)N2CCN(C(=O)COC(=O)CSc3cc(C)ccc3C)CC2)c(C)c1,-1,-10,3,-32,-3,-2,-4,-3
Cc1cc(CN(Nc2ccccc2)c2ccccc2)cc(C)n1,-2,0,14,-8,-18,-1,-5,-1
C[C@@H]1CN([C@H](C)CO)C(=O)c2cc(NS(=O)(=O)c3cn(C)cn3)ccc2O[C@H]1CN(C)S(=O)(=O)c1ccc(Cl)cc1,-1,8[16.7 µM],-7,/,-10,/,1,0
O=C(Nc1ccc(F)cc1)N1CC(=O)N2[C@@H](CO)[C@H](c3ccc(C#Cc4cccnc4)cc3)[C@@H]2C1,0,/,-2,-7,-2,-2,/,/
COC(=O)N/N=C/c1cc(C)n(-c2cccc3ccccc23)c1C,/,-5,/,3,-4,1,12,-1
Cc1ccc(CCNC(=O)c2nc(CS(=O)(=O)c3ccc(Cl)cc3)no2)cc1,-3,-3,9,2,0,-1,9,2
O=C(N/N=C/C1CCCCC1)c1cc(Cl)ccc1O,/,-3,/,3,10,/,/,-1
Fc1ccccc1/C=C1\CCCC2=C1Nc1nnnn1C2c1ccccc1F (stereo unspecified),/,27,/,/,13,5,/,0
CC(C)CC#Cc1ccc([C@H]2[C@@H](CO)N3C(=O)CN(C(=O)c4ccc5c(c4)OCO5)C[C@@H]23)cc1,1,/,10,-3,3,/,15,/
COc1cccc(-c2ccc([C@@H]3[C@@H](CO)N4C(=O)CN(C(=O)C5CC5)C[C@@H]34)cc2)c1,4,/,7,19,0,5,-1,/
CCc1ccc(NC(=O)CSc2nnc(C3CC3)n2CC2CCCO2)cc1 (stereo unspecified),-1,9,-10,-14,/,0,11,-1
CCOc1ccc(CNS(=O)(=O)c2c(C)nc3sccn3c2=O)cc1OC,-1,-3,-3,-7,-1,6,-10,0
